RBX1-CUL1 inh: inhibitors of human ROC1-CUL1 ubiquitin ligase activity | P62877+Q13616 | in vitro K48 di-Ub FRET, acceptor:donor ratio, 45 min | inhibition, % at 10 µM | actives 0.6% (n = 140,000); in the data active = inhibition above about 25%
Target sequence (P62877 whole entry, looked up): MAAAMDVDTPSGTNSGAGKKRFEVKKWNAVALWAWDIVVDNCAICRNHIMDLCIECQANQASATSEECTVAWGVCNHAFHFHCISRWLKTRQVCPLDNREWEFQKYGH
Target sequence (Q13616 whole entry, looked up): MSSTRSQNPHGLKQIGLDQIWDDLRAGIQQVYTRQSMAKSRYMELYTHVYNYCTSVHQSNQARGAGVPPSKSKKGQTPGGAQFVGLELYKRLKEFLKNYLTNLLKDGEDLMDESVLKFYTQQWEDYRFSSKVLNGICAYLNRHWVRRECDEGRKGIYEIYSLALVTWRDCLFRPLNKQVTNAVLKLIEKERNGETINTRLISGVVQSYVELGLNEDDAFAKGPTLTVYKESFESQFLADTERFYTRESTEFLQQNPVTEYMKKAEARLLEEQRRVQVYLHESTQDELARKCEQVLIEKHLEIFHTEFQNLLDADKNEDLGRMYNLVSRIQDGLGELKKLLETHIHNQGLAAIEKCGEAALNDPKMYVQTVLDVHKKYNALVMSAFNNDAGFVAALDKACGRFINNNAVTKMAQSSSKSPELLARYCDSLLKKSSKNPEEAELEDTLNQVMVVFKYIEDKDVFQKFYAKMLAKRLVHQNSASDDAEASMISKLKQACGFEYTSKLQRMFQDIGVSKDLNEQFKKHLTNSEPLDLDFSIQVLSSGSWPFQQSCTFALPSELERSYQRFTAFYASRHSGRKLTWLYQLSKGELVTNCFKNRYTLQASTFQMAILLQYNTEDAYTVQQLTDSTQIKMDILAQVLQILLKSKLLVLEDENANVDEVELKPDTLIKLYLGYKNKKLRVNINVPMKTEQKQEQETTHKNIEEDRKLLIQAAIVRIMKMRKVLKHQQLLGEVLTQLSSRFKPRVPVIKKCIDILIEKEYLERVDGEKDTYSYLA
* marks the source's active call; other numbers are inactive results. An excerpt, so the mix of outcomes need not match the whole.

SMILES | RBX1-CUL1 inh
CCC1CCc2nc3sc(C(=O)Nc4ccccc4F)c(N)c3cc2C1 (stereo not given) | -3.5
CCCCC1(Br)C(=O)C2=C(N(c3ccccc3)C1=O)C1(C)CCC2C1(C)C (stereo not given) | 2.8
Cc1cccc(OCc2nnc(SCC(=O)Nc3ccc(Cl)cc3Cl)n2C)c1 | 3.5
NC(=O)N1CCCC(C(=O)NCc2cccnc2Oc2ccccc2)C1 (stereo not given) | 1.9
Cc1cc(-c2ccccc2)nc(N/N=C/c2cc(Cl)ccc2O)n1 | -5.2
O=C(CN1CCOCC1)Nc1c2c(nc3c1CCC3)CCC2 | 2.0
COc1cccc(CNC(=O)c2nn(-c3ccccc3Cl)nc2CO)c1 | 1.1
COc1ccc(C(=O)NC(=S)Nc2cccc(C)n2)cc1 | 1.1
COCCCNS(=O)(=O)c1ccccc1C | -3.3
O=c1cc(CSc2nnnn2-c2ccccc2)[nH]c(=S)[nH]1 | 3.6
Cc1ccc(-c2nc(-c3ccccc3)c(-c3ccc(C(=O)c4ccccc4)cc3)[nH]2)cc1 | -4.2
NS(=O)(=O)c1ccc(-n2cccc2/C=C2/C(=O)NN(c3ccc(F)c(Cl)c3)C2=O)cc1 | -9.1
COc1ccc(C(=O)Nc2ccc3nc(SCC(=O)NCc4ccc(C)cc4)sc3c2)cc1 | 0.9
COC(=O)c1c(NC(=O)c2ccc(OC)cc2OC)sc2c1CCCCC2 | -3.6
COC(=O)c1ccccc1NC(=O)c1ccc2c(Cl)c3c(nc2c1)CCCC3 | -6.1
Cc1cc(C)c(C(O)C(O)(C#Cc2ccccc2)C#Cc2ccccc2)c(C)c1 (stereo not given) | -5.5
CCn1c2ccccc2c2cc(C3Nc4ccccc4N=C4CC(c5ccc(OC)c(OC)c5)CC(=O)C43)ccc21 (stereo not given) | -3.3
CC(=O)c1c(C)oc2ccc(N(C(=O)Oc3ccccc3)S(=O)(=O)c3ccccc3)cc12 | -1.7
Clc1ccc2c(c1)CC(NCCCN1CCOCC1)c1ccccc1S2 (stereo not given) | 5.5
CCN(CC)S(=O)(=O)c1ccc2c(c1)nc(CN(C)C(=O)Nc1cccc(Cl)c1)n2C | 1.1
c1ccc(-c2cc3c(ncn4cnnc34)s2)cc1 | 15.2
O=C1CCCN1CC(=O)N1CCOC(CCCc2ccccc2)C1 (stereo not given) | 5.4
COc1ccc(CNCC(C)C)cc1OCC(O)CN(C)C(C)C (stereo not given) | 9.0
COc1ccc(C)cc1NC(=O)Nc1cccc(-c2noc(C)n2)c1 | -3.5
O=C1COc2ccc(C(=O)/C=C/c3ccccc3)cc2N1 | 1.1

Part of the list above, in markdown:
| Compound | RBX1-CUL1 inh |
| --- | --- |
| CC(=O)c1c(C)oc2ccc(N(C(=O)Oc3ccccc3)S(=O)(=O)c3ccccc3)cc12 | -1.7 |
| Cc1cc(-c2ccccc2)nc(N/N=C/c2cc(Cl)ccc2O)n1 | -5.2 |

(cont.)
SMILES | RBX1-CUL1 inh
COc1ccc(OCc2nc(C(=O)NCc3ccon3)co2)cc1 | 1.8
CC(C)c1ccc(Sc2cnn(C(C)(C)C)c(=O)c2Cl)cc1 | 3.3
CCOC(=O)C1(Cc2ccc(OC)cc2)CCN(C(=O)c2ccoc2C)CC1 | -5.3
N#CC1C(=O)N=C(SCc2ccc(F)cc2)C(C#N)C12CCCCC2 (stereo not given) | -6.9
S=C1N=C(C23CC4CC(CC(C4)C2)C3)CC(c2ccc3c(c2)OCO3)N1 (stereo not given) | 7.9
CCCc1cc(C(=O)Nc2cccc(Cl)c2C)n(C)n1 | -16.7
COc1ccc(C(=O)CC=Nc2ccc(Br)c(C)c2)cc1OC | -0.1
COc1ccc(NC(=O)c2sc3nc(C)c(C(=O)Nc4ccc(C)cc4C)c(-c4ccc(Cl)cc4)c3c2N)cc1 | -3.1
Cc1[nH]c2c(Cl)cccc2c(=O)c1CN1CCCCC1 | 0.3
CCOc1ccc(N=c2scc(-c3ccc(Cl)s3)n2C)cc1 | -6.4
CC(C)(C)C1CCc2c(sc(NC(=O)CCC3CCCC3)c2C#N)C1 (stereo not given) | -7.3
Cc1ccc(NC(=O)CCC(=O)NNS(=O)(=O)c2ccccc2)cc1C | -3.3
COc1cccc(C(=O)Oc2cccc3ccc(C)nc23)c1 | 3.3
Cc1ccc(S(=O)(=O)/C=C/CO)cc1 | -3.5
CCOc1ccc(NC(=O)NC(=O)C(F)(F)F)cc1 | -4.4
CN(CCO)Cc1csc2ccc(Br)cc12 | -0.4
Cc1ccccc1Cn1cc(C(=O)N2CCCC(C(=O)N3CCOCC3)C2)nn1 (stereo not given) | 5.4
CCCCN1CC(C(=O)Nc2ccccc2Cl)CC1=O (stereo not given) | 13.8
O=C(NCc1cccc(Br)c1)c1cccnc1 | 1.5
CC1CCN(S(=O)(=O)Cc2ccc(F)cc2)CC1 | -5.8
Cc1cc(C)n(-c2nc3ccccc3nc2SCCO)n1 | -2.3
COCCCN1C(=O)CC(CC(=O)N2CC3CCCC2C3)(c2ccccc2OC)C1=O (stereo not given) | -5.6
Cn1c(CSc2nc3ccccc3s2)nnc1SCC(=O)NCCO | 7.6
C#CCN1C(=O)C(=O)c2cc(Br)ccc21 | 13.3
Cc1ccccc1Oc1ncccc1CNC1CCN(C(C)C)CC1 | -7.6

Copied from the list.
`CCCc1cc(C(=O)Nc2cccc(Cl)c2C)n(C)n1` | RBX1-CUL1 inh: -16.7
`O=C(CN1CCOCC1)Nc1c2c(nc3c1CCC3)CCC2` | RBX1-CUL1 inh: 2.0

Following part.
SMILES | RBX1-CUL1 inh
Cc1cc(F)ccc1NC(=O)C1CCC(CNS(=O)(=O)c2ccc3c(c2)CCCC(=O)N3)CC1 (stereo not given) | -1.7
Cc1ccc(C)c(CN2C(=O)c3ccccc3S(=O)c3ccc(C(=O)N4CCN(c5ccccc5F)CC4)cc32)c1 (stereo not given) | -4.4
Cc1ccc(NC(=O)c2ccc(Cl)c(Cl)c2)nc1 | -4.3
O=C(Nc1ccc(F)c(Cl)c1)C1CCN(c2ncccn2)CC1 | -1.0
Cc1sc2nc(SCC(N)=O)n(-c3ccccc3)c(=O)c2c1C | -1.9
NC(=O)CSc1ncc2c(n1)-c1ccccc1N(Cc1ccc(F)cc1)S2(=O)=O | 4.7
N#CC1C(=N)OC2=C(C(=O)CCC2)C1c1ccsc1 (stereo not given) | 6.8
COCC1CCN(C(=O)C2(N3CCCCC3)Cc3ccccc3C2)C1 (stereo not given) | -4.7
Cc1cc(C)cc(NC(=O)C2CCN(Cc3ccccc3)CC2)c1 | 8.8
CC(C)(CNC(=O)c1ccc(Cl)cc1)CNC(=O)c1ccc(Cl)cc1 | 5.0
NS(=O)(=O)c1ccc(NC(=S)N2CCc3ccccc3C2)cc1 | 4.1
Cc1ncc2c(c1CNC(=O)c1ccc3c(c1)OCO3)CCN(C(=O)c1cc(Cl)ccc1F)C2 | -12.2
O=S(=O)(Nc1ccc(S(=O)(=O)N2CCCCC2)cc1)c1ccc(Br)s1 | 2.9
O=S(=O)(c1ccc2c(c1)Cc1ccccc1-2)N1CCSC1 | 6.8
Cc1ccc(Cn2c(=O)c3cccnc3n(Cc3ccc(C)cc3)c2=O)cc1 | -2.7
CCOc1ccc(NC(=O)Cn2cc(C(=O)c3ccc(C)c(C)c3)c(=O)c3cc(F)ccc32)cc1 | -4.0
N#CC1(C#N)[C@@H](C(=O)c2ccccc2)C12CCCCCC2 | -0.2
Cc1c(Cl)cccc1NS(=O)(=O)c1ccccc1 | 1.7
COc1ccc(C)cc1NS(=O)(=O)c1ccc2[nH]c(=O)c(=O)[nH]c2c1 | -0.5
Cc1ccccc1-c1nc2cc(N=Cc3cc(Cc4ccccc4)cc([N+](=O)[O-])c3O)ccc2o1 | -1.1
CC1CC(C)(C)Cc2c1sc1[nH]c(=S)n(-c3ccccc3)c(=O)c21 (stereo not given) | -5.9
COc1ccc(-c2cc(-c3ccc(C)c(C)c3)nc(SCC(=O)N3CCOCC3)c2C#N)cc1 | -3.1
COc1ccc(C)cc1NC(=O)CSc1nnc(-c2ccccc2)n1N | -10.8
Cc1c(Cl)cccc1-n1ncc(C(=O)N2CCC(C)CC2)c1C1CCN(C(=O)OC(C)(C)C)CC1 | 1.9
CCCc1nnc2sc(-c3ccc(C)c(C)c3)nn12 | 10.7

An excerpt from above in order of the RBX1-CUL1 inh value, descending.
mol	RBX1-CUL1 inh
Cc1c(Cl)cccc1-n1ncc(C(=O)N2CCC(C)CC2)c1C1CCN(C(=O)OC(C)(C)C)CC1	1.9
CCOc1ccc(NC(=O)Cn2cc(C(=O)c3ccc(C)c(C)c3)c(=O)c3cc(F)ccc32)cc1	-4.0
Cc1ccc(C)c(CN2C(=O)c3ccccc3S(=O)c3ccc(C(=O)N4CCN(c5ccccc5F)CC4)cc32)c1 (stereo not given)	-4.4

Part of the list above in order of SMILES length, rising:
SMILES | RBX1-CUL1 inh
Cc1ccc(Cn2c(=O)c3cccnc3n(Cc3ccc(C)cc3)c2=O)cc1 | -2.7
Cc1c(Cl)cccc1-n1ncc(C(=O)N2CCC(C)CC2)c1C1CCN(C(=O)OC(C)(C)C)CC1 | 1.9
Cc1ccc(C)c(CN2C(=O)c3ccccc3S(=O)c3ccc(C(=O)N4CCN(c5ccccc5F)CC4)cc32)c1 (stereo not given) | -4.4

Carrying on:
SMILES | RBX1-CUL1 inh
O=C(O)CCCC(=O)Nc1cccc(Oc2ccc3c(c2)C(=O)N(c2ccccc2)C3=O)c1 | -4.7
CC1=Nc2ccc(C(=O)Nc3ccccc3C)cc2C(=O)C1 | 4.9
CC1=NN(c2ccccn2)C(=O)C1 | 1.0
COc1ccc(S(=O)(=O)n2nc(C)c(Cl)c2C)cc1OC | 4.0
N#Cc1cccc(-c2n[nH]c3c2CN(Cc2cc4ccccc4o2)CC3)c1 | -3.1
Cc1ccccc1C(=O)NC1(C(F)(F)F)N=C(c2ccccc2)N(C2CCCCC2)C1=O (stereo not given) | -4.2
NS(=O)(=O)c1ccc(CCNS(=O)(=O)c2cc(Cl)ccc2Cl)cc1 | 6.8
CCc1ccc2c(c1)NC(c1cccnc1)=NC(c1ccc(C(C)(C)C)cc1)=N2 | -8.0
CCC(=N)c1ccc(OC)c2cccc(NC)c12 | -2.8
CCN(CC)CCCNC(=O)c1ccc2c(=O)n(CCc3ccccc3)c(=O)[nH]c2c1 | -5.8
CCc1cc(C(=O)N2CCN(Cc3cccc(F)c3)CC2)cs1 | 5.9
CCOC(=O)CN1CCN(Cc2cccc3ccccc23)CC1 | 15.4
O=C1CC(c2ccc(F)cc2)c2c(c3ccccc3[nH]c2=O)O1 (stereo not given) | 7.4
O=C1NC(=Nc2ccccc2)S/C1=C\c1ccccc1C(F)(F)F | -3.1
COc1ccc(-c2nn3c(-c4ccncc4)nnc3s2)cc1 | -11.3
COCCCNC(=O)c1ccc(-n2c(-c3ccccc3)cc3c2CCC(C)C3)cc1 (stereo not given) | 5.9
COc1cccc(C2CC(C(F)(F)F)n3ncc(C(=O)N4CCN(c5ccccc5)CC4)c3N2)c1 (stereo not given) | -9.8
CC(C)(C)c1ccc(C(=O)N/N=C/c2cccc(Cl)c2)cc1 | -5.3
COC(=O)c1ccccc1NC(=O)CCCn1nc(C)c2c(C)n(-c3ccccc3)nc2c1=O | 4.6
CCOc1ccc(NC(=O)N2CCN(S(C)(=O)=O)CC2)cc1 | -2.8
Cc1ccc(NS(=O)(=O)c2ccc3nc(-c4ccccc4)[nH]c3c2)cc1Cl | 1.1
COc1cccc(CCC(=O)N2CCc3c(cnc(C)c3CNS(=O)(=O)c3cccs3)C2)c1 | 5.3
O=S(=O)(c1ccc(C2CCCCC2)cc1)N1CCN(c2cc(Cl)ccc2Cl)CC1 | -1.9
Cc1nonc1OCCNC(=O)C1CCC(=O)N(CCCc2ccccc2)C1 (stereo not given) | -4.3
COc1ccc(Cc2nn3c(/C=C/c4ccccc4)nn(-c4ccccc4)c3nc2=O)cc1 | 5.8
(cont.)
SMILES | RBX1-CUL1 inh
COC(=O)CC(NC1CCN(c2ccc(NC(=O)c3cnccn3)cc2)CC1)C(=O)OC (stereo not given) | 5.7
O=S(=O)(c1cnccc1N1CCN(CN2CCN(c3ccncc3S(=O)(=O)N3CCCCC3)CC2)CC1)N1CCCCC1 | -9.7
CCO[C@H]1[C@H](NC(=O)c2cccnc2)c2ccccc2C12CCN(C(=O)CCc1cnn(C)c1)CC2 | -2.6
Cc1cccc(-n2c(SCC(=O)Nc3ccccc3)nc3sc4c(c3c2=O)CCCC4)c1 | -13.1
Fc1cccc(Cl)c1CNC(c1ccccc1)c1ccccc1 | -10.9
CCC(C)C(=O)Nc1ccc(C)cc1 (stereo not given) | 1.5
Cc1c(C(=O)Nc2nnc(SCc3ccc(F)cc3)s2)oc2ccccc12 | -1.8
O=C(Cn1c(-c2cccs2)cc2cc(Cl)ccc21)N1CCCCC1 | -4.9
CCOC(=O)c1c(-c2ccccc2Cl)csc1NC(=O)c1cc(OC)c(OC)c(OC)c1 | -4.1
CCCCn1c(=O)[nH]c2ccccc21 | 12.3
CC(C)c1ccc(C2c3ccc4ccccc4c3OC(=N)C2C#N)cc1 (stereo not given) | -5.2
COc1ccccc1CNC(=O)CSc1nc2nc(C)c(Cc3ccccc3Cl)c(C)n2n1 | -3.5
Cc1cccc(OCC(=O)N(Cc2cccc(Cl)c2)Cc2ccco2)c1C | 1.4
COc1ccccc1C1CN(CC(=O)N2CCN(c3nc(C)cnc3C)CC2)Cc2ccccc2O1 (stereo not given) | -6.3
COc1ccc(C(=O)Nc2c(Cl)cc(Cl)cc2C(=O)NCc2ccco2)cc1 | 3.8
COc1cccc(C(=O)N(Cc2sccc2C)C2CCS(=O)(=O)C2)c1 (stereo not given) | -1.9
COc1ccc(OC)c(NC(=O)Cn2c(=O)n(Cc3nc(C)no3)c(=O)c3ccccc32)c1 | 2.8
O=C1CCC(=O)N1c1cccnc1[N+](=O)[O-] | 1.3
O=C(Nc1ccc(C(=O)N2CCN(c3ccc(F)cc3)CC2)cc1)c1nsc2ccccc12 | -3.9
COC(=O)C(C(=O)OC)=c1sc(=C(C(=O)OC)C(=O)OC)s1 | -3.3
COc1ccc2c(c1)CC(NC(=O)Nc1ccc(Br)c(C)c1)CO2 (stereo not given) | -3.1
O=C(NC(=S)Nc1ccc2c3c(cccc13)CC2)c1ccc(Cl)c(Cl)c1 | 1.0
COc1ccc(CCNC(=O)CN(c2ccc(Cl)c(Cl)c2)S(C)(=O)=O)cc1OC | -1.1
O=C(NCC1CCCO1)c1ccc(Cl)c(Cl)c1 (stereo not given) | 0.2

Screens deposited in PubChem BioAssay by Icahn School of Medicine at Mount Sinai.
